# S100A4 MyoIIA: inhibitors of human S100A4 binding to myosin IIA peptide; P26447; S100A4/TAMRA-MyoIIA peptide fluorescence polarization; inhibition, % at 10.7 µM; 0.14% of 360,000 active;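 active = mean inhibition of at least 70% across replicates, with every replicate also reaching that level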
#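 Material: S100A4 monomer protein | Medium: HEPES pH 7.2 with CaCl2, KCl, NaCl, DTT, Triton | Reagent: Labelled myosin peptide probe, 5 nM | Doses: One dose per compound | Times: 5 min incubation before reading | Benchmarks: Neutral control DMSO, positive control TFP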
# C2C12 statin: protects C2C12 myotubes from simvastatin toxicity; ATP luminescence, 48 h; scaled: DMSO 0, geranylgeraniol control 100; rescue of ATP level, % at 7.49 µM; 0.78% of 330,000 active;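 active = mean ATP rescue above about 67%, or every replicate alone reaching that limit, limit read from the data, passing the limit was not always enough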;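 note: myotubes were challenged with 10 µM simvastatin during compound exposure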
# XiGFP reactiv: X-chromosome reactivation activator; XiGFP mouse fibroblasts, % GFP-positive cells imaging, 3 d; cells co-treated with 5-aza-dC sensitizer; scaled so ellipticine positive control = 100%; activation, % at 7.58 µM; 0.055% of 360,000 active; AID 743238;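 active = mean normalized replicate activation at least 10% and every replicate at or above 10%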;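 note: 0% = median of on-plate neutral control wells and 100% = ellipticine 6 µM median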
#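 System: SV40-immortalized XiGFP fibroblast cells, line 68-5-11 / Incubation: 3-day compound exposure, then 15 min fixation at room temperature / Compound: single concentration per compound, delivered by pin transfer / Buffer or medium: DMEM plus 5-aza-dC sensitizer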
# ERAP1 HTS inh: ERAP1 (human) enzyme inhibition; Q9NZ08; recombinant ERAP1, Leu-AMC fluorescence, 60 min; inhibition, % at 10.7 µM; 0.15% of 340,000 active; AID 652197;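 active = mean replicate inhibition of at least 30%, or all replicates individually reaching that 30% level; inactive = mean below 30% and not every replicate reaching it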;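 note: 0% = neutral control wells and 100% = L-leucinethiol positive control wells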
# Target sequence (Q9NZ08 whole entry, looked up): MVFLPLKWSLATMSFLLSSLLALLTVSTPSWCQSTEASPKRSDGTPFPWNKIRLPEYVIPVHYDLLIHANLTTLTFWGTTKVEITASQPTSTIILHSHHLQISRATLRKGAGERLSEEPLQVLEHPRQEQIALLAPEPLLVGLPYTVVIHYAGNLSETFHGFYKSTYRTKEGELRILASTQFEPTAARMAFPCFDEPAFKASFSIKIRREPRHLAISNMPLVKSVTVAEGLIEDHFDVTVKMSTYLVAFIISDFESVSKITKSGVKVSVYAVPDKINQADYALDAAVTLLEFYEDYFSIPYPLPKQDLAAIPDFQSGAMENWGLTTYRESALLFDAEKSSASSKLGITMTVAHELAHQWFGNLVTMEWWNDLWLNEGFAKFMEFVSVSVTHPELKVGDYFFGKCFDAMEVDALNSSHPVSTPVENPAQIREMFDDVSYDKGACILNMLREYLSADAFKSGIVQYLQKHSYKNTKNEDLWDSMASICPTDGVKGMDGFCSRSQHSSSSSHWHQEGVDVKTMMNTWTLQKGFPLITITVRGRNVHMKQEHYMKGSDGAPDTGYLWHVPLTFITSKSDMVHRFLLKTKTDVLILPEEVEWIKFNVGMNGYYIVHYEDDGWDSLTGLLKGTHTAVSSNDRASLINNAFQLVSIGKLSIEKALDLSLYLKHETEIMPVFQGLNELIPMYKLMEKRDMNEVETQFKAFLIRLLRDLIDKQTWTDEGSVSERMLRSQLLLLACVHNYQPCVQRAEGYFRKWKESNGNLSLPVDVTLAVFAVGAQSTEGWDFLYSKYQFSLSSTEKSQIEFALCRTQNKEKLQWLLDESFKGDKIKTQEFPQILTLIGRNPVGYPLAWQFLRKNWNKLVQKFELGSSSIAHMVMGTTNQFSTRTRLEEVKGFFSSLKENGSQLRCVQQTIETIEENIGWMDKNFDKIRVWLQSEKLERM
# PGC1a acetyl inh: PGC1a acetylation modulation, inhibitor mode | U2OS PGC1a acetylation, AlphaScreen anti-acetyl-lysine; with virally co-expressed GCN5 acetyltransferase | inhibition, % at 15.6 µM | 0.17% of 350,000 active;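 active = every replicate shows inhibition of at least 40%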;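 note: 0% = neutral control wells and 100% = positive control wells; some results beyond the cut were filed as inactive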
# SIRT5 inh: sirtuin-5 (human) deacylase inhibition; Q9NXA8; Purified SirT5, succinyl-peptide AMC, trypsin-coupled fluorescence; inhibition, % at 15 µM; 1.1% of 330,000 active; in the data active = inhibition above about 15%
# Cneo AK release: causes C. neoformans cell lysis; adenylate kinase release luminescence, 4 h; normalised: neutral wells 0, clomiphene wells 100; 0.2% of 360,000 active; lysis activity, % at 15 µM;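 active = mean lysis activity across replicates of at least 80%, whatever share of replicates individually reach that level; inactive = mean lysis activity below 80%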
#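 Assay system: C. neoformans cells. Amount: yeast cell density of 5 × 10^6 cells/mL. Technique: AK luminescence. Buffer or medium: YPD. Times: static 4 h at 37 °C with compound, 1 h detection. Dosing: single-point compound dose. Read-out: lysis from increased AK signal.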
# LGR2 antag: blocks bursicon-induced cAMP signaling via Drosophila LGR2. HEK293 LGR2, CRE-luciferase, bursicon-stimulated, 4 h. inhibition, % at 9.99 µM. 0.35% of 380,000 active. AID 720647;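 active = drop in luminescence signal, shown as inhibition above about 50% in the replicate tests, limit read from the data, passing the limit was not always enough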;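 note: agonist challenge used bursicon conditioned medium at about half maximal strength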
# Numbers without * were called inactive; nt = not tested or not shown; & = joins results of further samples.
nr	SMILES	S100A4 MyoIIA	C2C12 statin	XiGFP reactiv	ERAP1 HTS inh	PGC1a acetyl inh	SIRT5 inh	Cneo AK release	LGR2 antag
1	COC(=O)C1=C(N)Oc2c(c(=O)oc3ccccc23)C1c1cccnc1 (centres undefined)	nt	nt	nt	nt	14	nt	-3	2
2	CCOC(=O)C1CCN(C(C)C(=O)c2c(C)[nH]c3cc(C)ccc23)CC1 (centres undefined)	nt	nt	nt	nt	-16	nt	3	4
3	CCN(CC)CC(=O)Nc1ccc(Cl)cc1C(=O)c1ccccc1	nt	nt	nt	nt	0	nt	1	10
4	CC(C)OC(=O)C1C(c2ccc(I)cc2)CC2CCC1N2C (centres undefined)	1	nt	nt	-3	nt	nt	nt	-4
5	Clc1ccc([C@H]2CC3CCC2N3)cn1 (some centres undefined)	-2&-3	nt	nt	0&-2	nt	nt	nt	20&17
6	CC(C)NC1(c2ccccc2)CCCCC1	1	nt	nt	-3	nt	nt	nt	3
7	CC(N)Cc1ccc(O)cc1 (centres undefined)	2&-2	nt	nt	-5&-2	nt	nt	nt	-20&19
8	CNC(C)Cc1ccc(OC)cc1 (centres undefined)	-3	nt	nt	-2	nt	nt	nt	7
9	COC(=O)C1C(c2ccc(C)cc2)CC2CCC1N2C (centres undefined)	-3	nt	nt	-2	nt	nt	nt	-9
10	COC(=O)C1C(c2ccccc2)CC2CCC1N2C (centres undefined)	-2	nt	nt	-6	nt	nt	nt	-6
11	COc1ccccc1N	-1	nt	nt	-5	nt	nt	nt	11
12	O=C1CC[C@@]2(O)[C@H]3Cc4ccc(O)c5c4[C@@]2(CCN3CC2CC2)C1O5 (some centres undefined)	-1&-3	nt	nt	-2&1	nt	nt	nt	6&27
13	CCOP(=O)(OCC)c1ccc(OP(=O)(c2cccc([N+](=O)[O-])c2)c2cccc([N+](=O)[O-])c2)cc1	3	nt	0.0	nt	nt	-3	nt	nt
14	O=C(CCCn1c(=O)[nH]c2cc(Cl)ccc2c1=O)N1CCC2(CC1)OCCO2	-5	nt	0.1	6	nt	nt	nt	nt
15	O=C(O)[C@@H]1[C@@H](CO)[C@@H]2Cn3c(ccc(-c4ccncc4)c3=O)[C@H]1N2C(=O)C1CC1	nt	29	0.0	nt	nt	nt	nt	0
16	Fc1ccccc1CCNCc1cccc2ccccc12	nt	-13	-0.1	nt	nt	nt	nt	20
17	Cc1cccc(S(=O)(=O)N2[C@@H]3c4ccc(-c5ccc(F)cc5)c(=O)n4C[C@H]2[C@H](CO)[C@H]3C(=O)O)c1	nt	14	0.1	nt	nt	nt	nt	-3
18	O=C(CNC(=O)OCc1ccccc1)NCC(=O)Nc1ccc(Br)cc1C(=O)c1ccccc1	nt	-4	0.2	nt	nt	nt	nt	2
19	CCN(CC)CCN1Cc2ccccc2C1=N	nt	nt	0.1	nt	nt	nt	1	13
20	Cc1cc(Cl)nc(N)n1	nt	nt	1.4	nt	nt	nt	0	8
21	Cc1cccc(N2C(=O)NC(=O)/C(=C\c3cc(C)n(-c4sc5c(c4C#N)CCCC5)c3C)C2=O)c1C	nt	nt	-0.1	nt	4	nt	nt	23
22	CCOC(=O)C1=C(N)OC2=C(C(=O)CCC2)C12C(=O)N(C)c1ccccc12 (centres undefined)	-6	nt	0.1	nt	nt	nt	nt	3
23	COc1ccc(-[n+]2c(-c3ccccc3)cc(-c3ccccc3)cc2-c2ccccc2)cc1	-10	nt	0.4	nt	nt	nt	nt	-2

# 14 of the compounds above, with values under each structure:
# Values in the order: S100A4 MyoIIA | C2C12 statin | XiGFP reactiv | ERAP1 HTS inh | PGC1a acetyl inh | SIRT5 inh | Cneo AK release | LGR2 antag
1	COC(=O)C1=C(N)Oc2c(c(=O)oc3ccccc23)C1c1cccnc1 (centres undefined)
    nt | nt | nt | nt | 14 | nt | -3 | 2
2	CCOC(=O)C1CCN(C(C)C(=O)c2c(C)[nH]c3cc(C)ccc23)CC1 (centres undefined)
    nt | nt | nt | nt | -16 | nt | 3 | 4
3	CCN(CC)CC(=O)Nc1ccc(Cl)cc1C(=O)c1ccccc1
    nt | nt | nt | nt | 0 | nt | 1 | 10
4	CC(C)OC(=O)C1C(c2ccc(I)cc2)CC2CCC1N2C (centres undefined)
    1 | nt | nt | -3 | nt | nt | nt | -4
5	Clc1ccc([C@H]2CC3CCC2N3)cn1 (some centres undefined)
    -2&-3 | nt | nt | 0&-2 | nt | nt | nt | 20&17
6	CC(C)NC1(c2ccccc2)CCCCC1
    1 | nt | nt | -3 | nt | nt | nt | 3
7	CC(N)Cc1ccc(O)cc1 (centres undefined)
    2&-2 | nt | nt | -5&-2 | nt | nt | nt | -20&19
8	CNC(C)Cc1ccc(OC)cc1 (centres undefined)
    -3 | nt | nt | -2 | nt | nt | nt | 7
9	COC(=O)C1C(c2ccc(C)cc2)CC2CCC1N2C (centres undefined)
    -3 | nt | nt | -2 | nt | nt | nt | -9
10	COC(=O)C1C(c2ccccc2)CC2CCC1N2C (centres undefined)
    -2 | nt | nt | -6 | nt | nt | nt | -6
11	COc1ccccc1N
    -1 | nt | nt | -5 | nt | nt | nt | 11
12	O=C1CC[C@@]2(O)[C@H]3Cc4ccc(O)c5c4[C@@]2(CCN3CC2CC2)C1O5 (some centres undefined)
    -1&-3 | nt | nt | -2&1 | nt | nt | nt | 6&27
13	CCOP(=O)(OCC)c1ccc(OP(=O)(c2cccc([N+](=O)[O-])c2)c2cccc([N+](=O)[O-])c2)cc1
    3 | nt | 0.0 | nt | nt | -3 | nt | nt
14	O=C(CCCn1c(=O)[nH]c2cc(Cl)ccc2c1=O)N1CCC2(CC1)OCCO2
    -5 | nt | 0.1 | 6 | nt | nt | nt | nt

# Only XiGFP reactiv, S100A4 MyoIIA and PGC1a acetyl inh (two entries from above):
no.	mol	XiGFP reactiv	S100A4 MyoIIA	PGC1a acetyl inh
22	CCOC(=O)C1=C(N)OC2=C(C(=O)CCC2)C12C(=O)N(C)c1ccccc12 (centres undefined)	0.1	-6	nt
23	COc1ccc(-[n+]2c(-c3ccccc3)cc(-c3ccccc3)cc2-c2ccccc2)cc1	0.4	-10	nt

# High-throughput results as filed in PubChem.

# The list is partial (hit frequency here may not be typical).
